From PubChem
PPARg SRC3 recr: PPARgamma agonists recruiting SRC-3 coactivator, primary screen, biochemical; Peroxisome proliferator-activated receptor gamma (Homo sapiens), P37231; biochemical PPARgamma/SRC-3 coactivator recruitment assay; activation, % at 8 µM; 0.26% of 200,000 active; in the data active = activation above about 23%;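 note: 0% = DMSO and 100% = reference agonist; some compounds past the cut are filed as inactive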
Target sequence (P37231 whole entry, looked up): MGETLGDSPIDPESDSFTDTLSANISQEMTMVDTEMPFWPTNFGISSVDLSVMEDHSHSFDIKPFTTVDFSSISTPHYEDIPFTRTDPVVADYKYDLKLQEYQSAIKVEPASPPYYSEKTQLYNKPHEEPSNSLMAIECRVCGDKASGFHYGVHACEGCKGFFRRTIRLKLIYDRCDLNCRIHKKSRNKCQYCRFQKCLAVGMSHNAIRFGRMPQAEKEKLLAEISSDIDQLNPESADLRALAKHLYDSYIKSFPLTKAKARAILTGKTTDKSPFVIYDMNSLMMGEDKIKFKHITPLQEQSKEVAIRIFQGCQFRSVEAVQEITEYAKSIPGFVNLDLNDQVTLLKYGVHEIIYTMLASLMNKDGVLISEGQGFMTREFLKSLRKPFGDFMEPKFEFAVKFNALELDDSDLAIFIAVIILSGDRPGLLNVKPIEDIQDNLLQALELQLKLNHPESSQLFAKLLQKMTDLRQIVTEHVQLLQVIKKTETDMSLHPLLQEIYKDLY
ROMK mod: ROMK potassium channel modulators, primary screen, cell-based, thallium flux, MLSMR library; ATP-sensitive inward rectifier potassium channel 1 (Homo sapiens), P48048; Tet-inducible ROMK, thallium flux fluorescence; actives lie on both sides; B-score at 10 µM; 2% of 130,000 active;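 active = signal ratio slope over the read window, or its plate-corrected B-score, at least 3 SD from the plate mean, either direction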;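 note: B-score of the F/F0 ratio slope over 7 to 12 s after thallium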
RAM inhibit: inhibitors of the yeast RAM network, primary screen, dse1pr::URA3 reporter, 5-FOA selection | S. cerevisiae dse1pr::URA3 reporter, 5-FOA growth OD615, 2 d; analog-sensitive cbk1-as2 kinase mutant strain | inhibition, % at 50 µM | 1.8% of 190,000 active;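 active = inhibition above a set limit, 3 SD over mean compound inhibition, cut at about 8.4% in these data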;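 note: 0% = DMSO-only wells with no growth and 100% = 10 µM 1-NA-PP1 full growth; inhibition rescues growth on 5-FOA so higher OD means more RAM inhibition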
TLR4 MyD88 comp: inhibitors of TLR4-MyD88 association in cells, primary screen, cell-based, HeLa CL3-4, BLA complementation, FRET ratio; Toll-like receptor 4 (Homo sapiens) + Myeloid differentiation primary response protein …; HeLa CL3-4 TLR4/MyD88 BLA complementation; inhibition, % at 8.4 µM; 0.18% of 200,000 active; in the data active = inhibition above about 25%;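 note: 0% = vehicle and 100% = reference inhibitor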
S1P3 antagonist: S1P3 receptor antagonists, primary screen, cell-based; Sphingosine 1-phosphate receptor 3 (Homo sapiens), Q99500; CHO S1P3 NFAT-BLA reporter, FRET fluorescence, antagonist mode; inhibition, % at 4.98 µM; 0.27% of 170,000 active; AID 485, 2006;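 active = inhibition above the plate cutoff, the mean inhibition of test wells on that plate plus 3 SD, cut at about 28% in these data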;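 note: cells challenged with S1P at its EC80 of 0.8 µM; blue over green emission ratio from cleaved BLA substrate after 4 h stimulation; 0% = S1P-stimulated wells and 100% = unstimulated DMSO-only wells; some compounds past the cut are filed as inactive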
Target sequence (Q99500 whole entry, looked up): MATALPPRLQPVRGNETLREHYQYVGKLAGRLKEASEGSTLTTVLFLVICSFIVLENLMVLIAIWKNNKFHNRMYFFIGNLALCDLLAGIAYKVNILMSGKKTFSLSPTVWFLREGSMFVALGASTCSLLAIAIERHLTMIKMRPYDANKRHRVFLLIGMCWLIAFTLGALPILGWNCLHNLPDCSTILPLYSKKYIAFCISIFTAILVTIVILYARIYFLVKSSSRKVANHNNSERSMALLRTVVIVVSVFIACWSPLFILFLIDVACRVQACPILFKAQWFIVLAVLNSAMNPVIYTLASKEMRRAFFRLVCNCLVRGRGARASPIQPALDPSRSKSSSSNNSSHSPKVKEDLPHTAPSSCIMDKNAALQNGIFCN
STAT3 inh: IL-6 driven STAT3 reporter inhibitors, primary screen, U3A cells, luciferase, luminescence, MLSCN library; IL-6 STAT3-luciferase reporter; host cell line lacks STAT1; 0.89% of 190,000 active; inhibition, % at 5.5 µM;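 active = inhibition above the mean inhibition across all screened compounds plus 3 SD, cut at about 44% in these data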;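 note: 0% = DMSO only wells and 100% = 100 µM nifuroxazide control wells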
PPARg SRC-1 ag: PPARgamma agonists recruiting SRC-1 coactivator, primary screen, biochemical; Peroxisome proliferator-activated receptor gamma (Homo sapiens), P37231; PPARgamma-SRC-1 coactivator recruitment biochemical assay; activation, % at 8 µM; 0.41% of 200,000 active; AID 631, 2007; in the data active = activation above about 19%;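 note: 0% = DMSO and 100% = reference agonist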
STAT1 blocker: STAT1 signaling inhibitors, primary screen, cell-based, HTS, luciferase reporter; NIH 3T3 STAT1-luciferase reporter, IFN-gamma, luminescence; AID 920, 2007; 0.35% of 200,000 active; inhibition, % at 5.5 µM;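 active = inhibition above a set limit, the mean inhibition across all tested compounds plus 3 SD, cut at about 34% in these data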;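 note: 0% = IFN-gamma with DMSO and 100% = IFN-gamma with 300 µM nifuroxazide; values of inactives mirror those of a sister screen read the other way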
SRC2 TRFRET art: TR-FRET signal artefacts, primary screen, artefact control for PPARgamma SRC-2 agonist project, biochemical. TR-FRET artefact counter-screen; active compounds read high. TR-FRET ratio at 8 µM. 0.4% of 200,000 active. AID 1049, 2008; in the data active = TR-FRET ratio above about 2000; note: inactives centre near 1500
STAT3 act: IL-6 driven STAT3 reporter potentiators, primary screen, U3A cells, luciferase, luminescence, MLSCN library; IL-6 STAT3-luciferase reporter; 100% = signal with IL-6 EC80 alone; activation (% of control), % at 5.6 µM; 0.91% of 190,000 active; AID 871, 2007;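 active = activation above the screen-wide mean of compound activation plus 3 SD, cut at about 130% in these data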;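 note: 0% = background luminescence of wells with medium and substrate only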
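Test system: Human STAT1-deficient U3A cells with stable STAT3-luciferase reporter | Also added: Interleukin-6, 33 ng/mL | Timing: Compound pre-incubation 1 h before IL-6, then 6 h stimulation at 37 °C | Technique: Luciferase reporter luminescence | Read-out: Percent of IL-6-only median luminescence | Benchmarks: IL-6-only wells as 100% reference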
PPARg SRC-2 ag: agonists of PPARg-SRC-2 recruitment, primary screen, biochemical, HTS; PPARgamma LBD-SRC-2 recruitment; 0.34% of 200,000 active; activation, % at 8 µM; Peroxisome proliferator-activated receptor gamma (Homo sapiens), P37231; in the data active = activation above about 22%;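 note: 0% = vehicle and 100% = reference agonist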
The depositor's hits bear a star; · = not tested or not shown.

The first nine entries, to show the layout:
molecule,STAT3 inh,TLR4 MyD88 comp,ROMK mod,RAM inhibit,PPARg SRC-1 ag,S1P3 antagonist,STAT1 blocker,PPARg SRC-2 ag,STAT3 act,SRC2 TRFRET art,PPARg SRC3 recr
OCCNCc1cccc(Br)c1,4,-14,·,0.6,4,-17,1,7,96,1454,3
COCCCN(C(=O)Cn1ncc2c(=O)oc3ccc(C)cc3c21)C(C)c1ccncc1 (stereo unspecified),4,5,·,0.0,6,1,0,0,97,1576,4
Cc1ccc(Nc2nc(N)c([N+](=O)[O-])c(NCc3ccco3)n2)cc1C,-1,-2,0.27,4.0,4,2,-44,-3,99,1497,-2
CCCc1cc(=O)[nH]c(SCC(=O)Nc2ccccc2C#N)n1,12,14,0.61,3.1,-5,·,4,6,93,1580,4
NNC(=O)COc1ccc(C2SCCS2)cc1,-8,9,0.84,-1.3,3,6,-4,2,113,1757,-1
Cc1cc(C)cc(C(=O)Nc2nnc(SCC(=O)N3CCCc4ccccc43)s2)c1,-8,2,·,6.5,8,0,1,-2,110,1481,-4
CSc1ccccc1NC(=O)Cc1ccccc1,0,-2,-0.048,-0.1,-6,9,-2,-7,101,1411,3
Cc1ccc(NC(=O)CSc2ccc(-c3ccco3)nn2)cc1,-10,-6,·,2.8,0,-7,-4,4,111,1433,6
COc1ccc(CCNC(=O)c2nonc2N)cc1,-3,-7,0.62,0.5,1,·,-19,3,104,1422,-1

Results (from the top)
molecule,STAT3 inh,TLR4 MyD88 comp,ROMK mod,RAM inhibit,PPARg SRC-1 ag,S1P3 antagonist,STAT1 blocker,PPARg SRC-2 ag,STAT3 act,SRC2 TRFRET art,PPARg SRC3 recr
OCCNCc1cccc(Br)c1,4,-14,·,0.6,4,-17,1,7,96,1454,3
COCCCN(C(=O)Cn1ncc2c(=O)oc3ccc(C)cc3c21)C(C)c1ccncc1 (stereo unspecified),4,5,·,0.0,6,1,0,0,97,1576,4
Cc1ccc(Nc2nc(N)c([N+](=O)[O-])c(NCc3ccco3)n2)cc1C,-1,-2,0.27,4.0,4,2,-44,-3,99,1497,-2
CCCc1cc(=O)[nH]c(SCC(=O)Nc2ccccc2C#N)n1,12,14,0.61,3.1,-5,·,4,6,93,1580,4
NNC(=O)COc1ccc(C2SCCS2)cc1,-8,9,0.84,-1.3,3,6,-4,2,113,1757,-1
Cc1cc(C)cc(C(=O)Nc2nnc(SCC(=O)N3CCCc4ccccc43)s2)c1,-8,2,·,6.5,8,0,1,-2,110,1481,-4
CSc1ccccc1NC(=O)Cc1ccccc1,0,-2,-0.048,-0.1,-6,9,-2,-7,101,1411,3
Cc1ccc(NC(=O)CSc2ccc(-c3ccco3)nn2)cc1,-10,-6,·,2.8,0,-7,-4,4,111,1433,6
COc1ccc(CCNC(=O)c2nonc2N)cc1,-3,-7,0.62,0.5,1,·,-19,3,104,1422,-1
COCCCn1c(SCC(=O)Nc2sc3c(c2C#N)CCCC3)nnc1-c1ccncc1,-7,-2,·,2.3,-2,·,-3,-4,109,1490,0
COc1cc(C(=O)N2CCC(N3CCCCCC3)CC2)cc(OC)c1OC,7,0,·,·,10,·,3,5,97,1752,-5
COc1ccccc1NC(=O)Nc1ccccc1SC,1,3,0.16,1.5,6,0,-1,-3,108,1569,3
CC(C)c1ccc(S(=O)(=O)/N=C2/C=CC(=O)c3ccccc32)cc1,-33,5,1.7,1.5,3,8,7,2,135*,1488,5
CS(=O)(=O)c1cccc(C(=O)NCc2ccc(F)cc2)c1,8,2,0.98,0.6,0,·,1,7,97,1560,9
COc1ccc(C2=NN(C(=O)CSc3nc4ccccc4s3)C(c3ccc(F)cc3)C2)cc1 (stereo unspecified),-13,-8,-0.69,2.8,-8,3,-19,8,115,1326,-4
CCCC(C)C(=O)Nc1nc(C)c(-c2csc(Nc3ccccc3OC)n2)s1 (stereo unspecified),15,-10,·,0.7,0,·,-3,15,90,1844,13
CCOC(=O)C1CCN(C(=O)c2ccc(NC(=O)C3CCCO3)cc2)CC1 (stereo unspecified),-3,-8,0.62,1.1,-3,·,-1,3,103,1495,1
CC1(C)CC(=O)C(C=NCCO)=C(O)C1,0,6,·,-0.1,5,4,-1,7,102,1543,11
O=C1CC(c2ccc(S(=O)(=O)N3CCCCC3)cc2)CN1 (stereo unspecified),-4,1,0.32,-0.3,6,0,-9,6,105,1552,15
COc1ccc(CN(C2CCCC2)S(=O)(=O)c2ccc(-n3cnnn3)c(OC)c2)cc1OC,-4,1,·,0.8,1,·,3,2,106,1457,-3
CC1(C)CC(=O)/C(=C\c2cccc([N+](=O)[O-])c2)C(C)(C)N1,1,7,·,3.1,1,11,12,2,102,1568,3
CC(C)(Oc1ccc(Cl)cc1)C(=O)NCc1ccncc1,6,7,·,0.8,-6,-22,3,-9,99,1426,9
COc1ccc(S(=O)(=O)N(C)CC(=O)NCc2cccnc2)cc1Cl,-4,-4,·,1.6,4,·,2,-5,104,1546,7
CCn1c(CCNC(=O)c2ccc(C)cc2)n[nH]c1=S,-3,-5,0.44,1.2,5,4,-1,-2,107,1582,-2
Cn1cccc1/C=N/n1c(-c2ccc(Cl)cc2)n[nH]c1=S,3,1,·,4.0,4,·,-3,-1,106,1383,4
CCCCN(C(=O)c1cc(OC)c(OC)c(OC)c1)C1=CC2CCC(C1)N2C (stereo unspecified),-8,-1,-0.27,1.5,6,-18,0,4,109,1635,-1
O=C(CCS(=O)(=O)c1cccc2nonc12)NC1CCCCCC1,5,15,·,0.4,2,·,2,-3,101,1390,-6
Cc1ccc(C(=O)N/C(=C/C=C\c2ccccc2)C(=O)NCc2ccco2)cc1,-4,6,·,5.9,4,15,-10,-1,103,1507,3
Cc1ccccc1OCC(=O)Nc1ccc(N2CCN(C(=O)C(C)C)CC2)c(Cl)c1,39,-5,-0.44,7.3,5,26,8,-1,72,1536,-6
CCCn1c(SCC(=O)Nc2cccc(C)n2)nnc1C(C)C,2,0,-1.2,-0.4,-2,-4,2,1,104,1475,7
COc1ccc(NC(=O)CSc2n[nH]c(C)c2[N+](=O)[O-])cc1,1,14,-0.14,1.1,-6,-9,1,-3,106,1694,-1
Cc1cc(C)n2[nH]c(=O)c(N=Nc3ccc(S(N)(=O)=O)cc3)c2n1,5,8,·,1.0,0,-16,-2,0,99,1702,0
O=c1[nH]c(CN2CCN(S(=O)(=O)c3ccc(Cl)cc3)CC2)nc2cc(Cl)ccc12,-12,-8,·,2.5,2,-1,14,5,106,1545,-5
COC(=O)N/N=C1\CCCc2ccccc21,1,-18,0.1,1.1,3,1,0,-10,97,1716,5
Cn1c(C(=O)OCC(=O)NCc2ccco2)cc2sccc21,2,0,·,3.5,-4,-38,10,2,103,1382,-2
CCCCn1c(SCC(=O)N2CCCc3ccccc32)nc2c1c(=O)n(C)c(=O)n2C,-1,-8,0.45,3.3,3,-35,7,-5,103,1534,4
CCCCn1c(N)c(N(CCC(C)C)C(=O)CSc2nnc(Nc3ccccc3)s2)c(=O)[nH]c1=O,-6,10,-1.2,5.9,10,-19,0,4,109,1699,10
Cc1ccc(NCc2n[nH]c(=S)n2-c2ccccc2)c(C)c1,6,3,0.077,3.2,3,5,-6,2,100,1642,-2
COc1ccccc1-c1ccc(SCc2cccc(F)c2)nn1,12,-9,·,1.2,-3,1,-18,-2,90,1270,-2
Cc1ccc2ccc(C(Nc3ccccn3)c3ccccc3)c(O)c2n1 (stereo unspecified),8,0,·,0.7,5,·,2,3,100,1577,4
CC(=O)Nc1ccc(N/C=C(\C=O)c2nc3ccccc3o2)cc1,-57,4,0.12,6.6,0,-2,3,9,147*,1710,4
Cn1cnnc1SCC(=O)c1c(N)n(Cc2ccccc2)c(=O)n(C)c1=O,5,1,0.13,3.5,2,-20,2,3,99,1670,3
Cc1ccc(-c2nc(NCc3ccco3)n(C(=O)c3ccco3)n2)cc1,22,-15,0.049,7.1,-4,9,-9,-3,90,1728,4
CC(C)(C)NC(=O)C(=O)NCc1ccccn1,3,-18,·,1.4,10,-3,-25,4,102,1344,-1
CC(C)OC(=O)Nc1ccc2c(c1)N(C(=O)CCN1CCN(CCO)CC1)c1ccccc1CC2,5,9,·,-0.2,-5,-2,4,-3,100,1555,-4
COc1ccccc1CNC(=O)COC(=O)c1cnccn1,8,-18,·,0.8,8,10,-12,11,96,1771,0
C=CCSc1nc(=O)n2ccccc2n1,-4,7,0.86,3.5,1,-24,0,5,106,1618,-2
CCOC(=O)C1=C(N)OC2=C(C(=O)CC(C)C2)C1c1cccnc1 (stereo unspecified),1,-19,-0.38,1.5,10,0,-7,-2,102,1558,-1
O=C(Nc1c(C(=O)O)[nH]c2ccccc12)NC1CCCCC1,-76,-4,·,0.9,8,-9,2,3,164*,1529,-8
Nc1cc(CN2C(=O)c3ccccc3C2=O)cc(Cl)c1O,24,-13,-0.48,1.5,6,-20,9,8,83,1521,0
O=c1c2c3c(sc2ncn1Cc1ccc(F)cc1)CCC3,-6,-1,-1.6,0.7,-4,·,-1,3,105,1501,-3
O=C(Cn1ncc(Cl)c(Cl)c1=O)NCC1CCCCC1,10,21,-1.3,1.7,1,-7,11,9,92,1470,10
CC(=O)c1cccc(N=C2NC(=O)CS2)c1,6,-7,·,1.2,4,·,7,10,96,1773,8
CC(C)(C)c1[nH]nc2c1C(c1ccc(OC(=O)c3ccco3)cc1)C(C#N)=C(N)O2 (stereo unspecified),0,11,1.6,10*,7,10,2,-5,103,1464,4
